PKM2 act = qHTS Assay for Activators of Human Muscle isoform 2 Pyruvate Kinase | Potency, µM (top dose mostly 57.5 µM), for the others: at the highest dose activation, most hits filed as activators | 260,000 compounds, 0.34% hits | Pyruvate kinase PKM (Homo sapiens), P14618 | AID 1631, 2009 | purified PKM2, Kinase-Glo ATP luminescence, activation; response scale: 0% is enzyme alone, no compound; also: potency is read from the fitted curve at half-maximal effect; nearly all actives have a fitted effect of over 55% in size
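Kinase-Glo luminescence reports ATP generated from ADP (0.1 mM) and PEP (0.5 mM) by purified hPK-M2 after 1 h at room temperature, pH 7.2 imidazole buffer; intermediate enzyme activity allows detecting inhibitors and activators.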
Giardia killer = Small Molecules that selectively kill Giardia lamblia: qHTS; Giardia lamblia trophozoite viability; activity change, % at 7.66 µM, hits read low; 340,000 compounds, 0.15% hits; AID 540267, 2011; in the data active = activity change below about -80%; inconclusive = between about -30% and that limit;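 also: parasites exposed to compound for two days anaerobically before the ATP read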
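Giardia lamblia trophozoites (100 cells/well) were incubated with compounds for 48 h at 37 deg C under anaerobic conditions. Viability was read as ATP content by one-step luminescence after 15-30 min at room temperature.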
hERG WT inh = qHTS for Inhibitors of KCHN2 3.1: Wildtype qHTS | 340,000 compounds, 0.37% hits | activity change, % at 1.84 µM | U2OS, BacMam KCNH2, thallium flux FluxOr; stronger effect = lower value | AID 720551, 2013 | Voltage-gated inwardly rectifying potassium channel KCNH2 (Homo sapiens), Q12809;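 active = maximum activity change below -70%; inconclusive = maximum activity change between -70% and -50%; inactive = maximum activity change above -50%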
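U2OS cells were transduced with wild-type KCNH2 virus (2.03 x 10^8 / mL) for 4 h at room temperature, then cultured overnight at 37 C. Thallium flux was read with FluxOr dye. Rate constants were normalized to DMSO controls.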
uPA generation = qHTS for Inhibitors of Cell Surface uPA Generation. cell surface uPA generation assay, qHTS. Potency, µM (doses to about 38.3 µM), for the others: at the highest dose activity change, negative = inhibition, actives largely listed as inhibitors. 330,000 compounds, 0.31% hits. AID 540303, 2011; active = well fitted inhibition curve with a large enough effect; inconclusive = small, poorly fitted or top-dose-only effect; inactive = no such curve, though single readings can be large or run the other way; tested in mouse RAW 264.7 cells; also: potency is read from the fitted curve at half-maximal effect; nearly all actives have a fitted effect of over 55% in size
BCR signal inh = qHTS Assay to Find Inhibitors of Chronic Active B-Cell Receptor Signaling | ABC-DLBCL IkBa-CBG/CBR reporter, luminescence ratio, 4 h | Potency, µM (series often up to 46.1 µM), for inactives: at the top dose ratio change, negative = lower green/red ratio, actives largely listed as inhibitors | 340,000 compounds, 0.05% hits | AID 493014, 2011; active = well fitted inhibition curve with a large enough effect in the signal ratio, with a control signal flat, not every such curve was filed as active; inconclusive = small, poorly fitted or top-dose-only effect, or effect the other way, or a change in a side signal; the % refers to the signal ratio;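 also: potency is read from the fitted curve at half-maximal effect; plate controls were basal doxycycline-induced cells for no effect and cells given 10 µM MG132 for full effect; MG132 reads +100%, hits lower the ratio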
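Doxycycline induced both beetle luciferases in TMD8 lymphoma cells; IKK-driven degradation limits the IkappaBalpha-fused green signal, while red luminescence normalises for cell number and nonspecific effects. Compounds tested up to 46 uM, 4 hrs.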
FBPA coupling cs = qHTS Assay for Inhibitors of Fructose-1,6-bisphosphate Aldolase from Giardia Lamblia: Coupling assay counterscreen. 290,000 compounds, 0.67% hits. coupling enzyme system counterscreen, AmpLite Red fluorescence. activity change, negative = inhibition, % at 58.2 µM, hits read low; in the data active = activity change below about -30%
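Counterscreen lacking aldolase: glyceraldehyde-3-phosphate coupling-enzyme reagent preincubated 10 min at RT with compound (at 57.5 uM final), then substrate/coupling system with AmpLite Red added; fluorescence read at 525/598 nm after 20 min RT.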
Eya2 inh = qHTS Assay for Inhibitors of the Phosphatase Activity of Eya2; recombinant Eya2, OMFP fluorescence dephosphorylation (OMFP is methylfluorescein phosphate); Potency, µM (highest dose often 76.9 µM), for the others: at the top dose activity, negative = inhibition, hits mostly inhibitors; 330,000 compounds, 0.006% hits; also: potency is read from the fitted curve at half-maximal effect
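Eya2 (0.2 uM) preincubated 10 min at ambient with compound, then OMFP substrate added at 50 uM; 10 min reaction in 50 mM HEPES pH 7.5, 50 mM NaCl, 5 uM MgCl2, 0.05% BSA, 1 mM DTT. Fluorescence read at Ex 485/Em 525 nm.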
B2AR arrestin = qHTS assay of beta-arrestin-biased ligands of beta2-adrenergic receptor | Beta-2 adrenergic receptor (Homo sapiens), P07550 | beta-arrestin recruitment to beta2AR, cell-based reporter | Potency, µM (series often up to 46.1 µM), for inactives: top-dose activation, most hits filed as activators | 330,000 compounds, 0.02% hits;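 also: potency is read from the fitted curve at half-maximal effect; 0% = DMSO controls and full agonism = EC100 isoproterenol or metaproterenol; nearly all actives have a fitted effect of over 65% in size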
Target sequence (P07550 whole entry, looked up): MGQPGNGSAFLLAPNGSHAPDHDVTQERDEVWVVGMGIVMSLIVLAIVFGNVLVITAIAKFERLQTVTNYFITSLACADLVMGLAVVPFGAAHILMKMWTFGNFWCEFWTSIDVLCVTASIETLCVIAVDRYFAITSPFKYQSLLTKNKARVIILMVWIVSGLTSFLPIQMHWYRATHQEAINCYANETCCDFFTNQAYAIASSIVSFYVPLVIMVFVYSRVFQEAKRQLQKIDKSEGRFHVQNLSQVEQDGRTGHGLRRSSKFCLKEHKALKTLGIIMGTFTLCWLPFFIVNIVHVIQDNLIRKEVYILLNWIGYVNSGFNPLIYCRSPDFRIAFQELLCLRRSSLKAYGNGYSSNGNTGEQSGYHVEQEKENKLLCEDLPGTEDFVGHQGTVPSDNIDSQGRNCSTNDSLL
KCNH2 3.1 inh = qHTS for Inhibitors of KCHN2 3.1: Mutant qHTS; U2OS KCNH2 3.1, thallium flux FluxOr; stronger effect = lower value; activity change, % (tested at about 1.8 µM); 340,000 compounds, 0.95% hits; AID 720553, 2013;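 active = maximum activity change below -70%; inconclusive = maximum activity change from -70% to -50%; inactive = maximum activity change above -50%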;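 also: thallium influx rate constant from kinetic fluorescence after stimulation buffer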
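Virally transduced U2OS (3.1 isoform, 4 h infection in dark at RT) → overnight 37 C → FluxOr + Red40 in HBSS/HEPES, 45 min → stimulation buffer, 2 min kinetic read → rate constant vs DMSO controls.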
USP2a block = qHTS Assay for Inhibitors of Ubiquitin-specific Protease USP2a Using CHOP2 as the Reporter | Potency, µM (series often up to 38.3 µM), without a hit: at the top dose activity change, negative = inhibition, most hits filed as inhibitors | USP2 core, Ub-CHOP2 coupled fluorogenic reporter, 485/531 | 330,000 compounds, 0.01% hits | Ubiquitin carboxyl-terminal hydrolase 2 (Homo sapiens), O75604 | AID 463254, 2010;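 also: potency is read from the fitted curve at half-maximal effect; plate controls were DMSO wells for no effect and full inhibition by NEM control for full effect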
Target sequence (O75604 whole entry, looked up): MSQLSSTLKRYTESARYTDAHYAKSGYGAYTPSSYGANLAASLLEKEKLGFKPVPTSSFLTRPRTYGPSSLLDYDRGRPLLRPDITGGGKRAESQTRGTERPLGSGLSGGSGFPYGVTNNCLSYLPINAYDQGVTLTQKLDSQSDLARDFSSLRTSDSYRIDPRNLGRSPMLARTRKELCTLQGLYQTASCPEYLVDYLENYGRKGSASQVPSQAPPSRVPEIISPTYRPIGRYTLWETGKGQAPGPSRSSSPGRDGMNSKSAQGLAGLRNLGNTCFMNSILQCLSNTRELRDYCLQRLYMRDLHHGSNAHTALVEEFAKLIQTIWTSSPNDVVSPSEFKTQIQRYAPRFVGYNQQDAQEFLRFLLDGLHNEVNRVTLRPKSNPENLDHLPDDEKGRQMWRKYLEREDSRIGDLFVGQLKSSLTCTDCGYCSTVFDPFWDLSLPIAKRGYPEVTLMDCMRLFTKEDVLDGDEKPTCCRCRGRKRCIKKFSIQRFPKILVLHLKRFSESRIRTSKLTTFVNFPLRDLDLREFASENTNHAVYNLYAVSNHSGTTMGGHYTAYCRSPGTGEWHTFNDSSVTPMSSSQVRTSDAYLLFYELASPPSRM
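Cell-free coupled assay: 10nM USP2 core preincubated 30min RT with compound in Tris-HCl pH 8.0/CaCl2/CHAPS buffer, then 25nM Ub-CHOP2 and 25nM reporter substrate; fluorescence (Ex 485/Em 531) read after 60min RT, normalized to NEM inhibition, concentration-response curves fitted.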
GALK inh = qHTS Assay for Inhibitors of Human Galactokinase (GALK) | Potency, µM (doses to about 57.5 µM), inactives show top-dose activity change, negative = inhibition, usual class: inhibitors | Purified GALK, Kinase-Glo residual ATP luminescence | 270,000 compounds, 0.007% hits | AID 1868, 2009; also: potency is read from the fitted curve at half-maximal effect
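Luminescence from leftover ATP (Ultra-Glo luciferase/luciferin) served as read-out after a 1 h room-temperature reaction of 5 nM GALK with 35 uM ATP and 100 uM galactose.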
An asterisk follows results filed as active; ? = inconclusive; · = no result given. Unless noted, calls follow the shape of the dose curve; as a rule, active = well fitted curve in the direction sought with a large enough effect; inconclusive = small, poorly fitted or top-dose-only effect, or another doubt; inactive = no such curve, though single readings can be large; an effect the other way counts as inactive or inconclusive. Unless noted, % is scaled to controls: 0 for no effect and ±100 for the full control effect. Compounds were not picked by outcome; 2.4% or so of the library scored in one or more.

SMILES	PKM2 act	Giardia killer	hERG WT inh	uPA generation	BCR signal inh	FBPA coupling cs	Eya2 inh	B2AR arrestin	KCNH2 3.1 inh	USP2a block	GALK inh
Cc1ccc(CNC(=O)CCc2ccc(S(=O)(=O)NCC(C)C)cc2)cc1	5%	-14	-11	-2%	-12%	3	-1%	0.0%	0	-1%	1%
Cc1ccc2cccc(OCC(=O)N3CC(C)CC(C)C3)c2n1 (stereo not given)	-1%	-10	0	1%	1%	-1	-15%	0.4%	-1	11%	-3%
Cc1oc(-c2ccc(Cl)cc2)nc1CN1CCCC(C(=O)N2CCN(C(=O)c3ccco3)CC2)C1 (stereo not given)	1%	0	15	?	-8%	0	3%	-0.2%	-19	-2%	-2%
CCc1ccc(-c2ccc(SCC(=O)NCC3CCCO3)nn2)cc1 (stereo not given)	-3%	-13	9	-11%	-7%	3	-20%	0.5%	4	-1%	15%
CC(OC(=O)c1cccc(N2C(=O)c3ccccc3C2=O)c1)C(=O)Nc1ccc(N(C)C)cc1 (stereo not given)	-6%	5	2	6%	?	0	-1%	0.3%	47	0%	4%
CC1CCCCN1C(=O)COC(=O)/C=C/c1ccc2ccccc2n1 (stereo not given)	-14%	-11	-6	?	-11%	0	0%	-0.5%	5	1%	1%
C#CCOc1nc2c(c(=O)n(C)c(=O)n2C)n1Cc1ccccc1	-1%	0	-1	-25%	?	2	-9%	0.2%	5	1%	-2%
CN(CC(=O)Nc1ccc(F)cc1)CC(=O)N1CCCCC1	·	?	-15	12%	-9%	·	7%	-0.1%	1	3%	·
O=C(COC(=O)/C=C/c1ccco1)Nc1cc(S(=O)(=O)N2CCOCC2)ccc1Cl	·	11	-3	-20%	2%	·	9%	0.3%	9	3%	·
Nc1nc(SCC(=O)N2CCCc3ccccc32)[nH]c(=O)c1-c1ccccc1	7%	-7	2	-2%	3%	-11	5%	-0.1%	13	1%	-2%
COCCSc1ccccc1C(=O)Nc1nnc(C)s1	-7%	-8	1	0%	-7%	2	2%	0.0%	-18	2%	0%
CCCCc1nc2cc(C(=O)N3CCCC3)ccc2o1	·	-2	-7	4%	-12%	·	0%	-1.2%	-1	-4%	0%
N#Cc1ccc(OCc2ccc(C(=O)O)o2)cc1	·	-7	-3	10%	?	4	1%	-0.4%	-2	-2%	-1%
O=C1CCC[C@@H]2[C@H]3CCC[N+]4([O-])CCC[C@@H](CN12)[C@@H]34 (stereo not given in full)	·	6	0	0%	-3%	1	14%	-0.4%	16	-2%	3%
CCOc1ccccc1Nc1nc2ccccc2[nH]1	-2%	-5	-3	0%	?	1	17%	0.0%	-18	0%	0%
NC(=O)COC(=O)/C=C/c1ccc(S(=O)(=O)N2CCCCCC2)cc1	-2%	15	-2	-3%	9%	2	3%	0.0%	-1	-1%	9%
Cc1csc(SCc2ccc(C(=O)O)cc2)n1	-15%	5	-5	-1%	?	8	2%	-0.2%	20	-5%	1%
Cc1nc(NCC2CC2)c2nnn(Cc3ccccc3)c2n1	19%	5	12	-2%	?	0	13%	0.2%	-6	2%	2%
O=C(O)CNS(=O)(=O)/C=C/c1ccccc1	5%	-21	10	2%	2%	5	4%	-0.4%	5	8%	1%
c1ccc(CSc2ncnc3c2sc2nc(N4CCOCC4)c4c(c23)CCCC4)cc1	5%	2	1	3%	5%	4	-19%	-3.2%	5	3%	-2%
COc1ccc(S(=O)(=O)N2CCC(C(=O)N[C@H](C(=O)NCc3ccco3)C(C)C)CC2)cc1	·	19	-1	-3%	1%	·	-3%	0.2%	-14	0%	4%
CN(C)C(=O)N1CCCC(C(=O)NCCc2ccccc2)C1 (stereo not given)	-3%	2	-6	·	0%	8	-9%	0.5%	2	0%	-1%
Cc1cc(C)nc(N2CCN(c3nnnn3-c3ccccc3)CC2)n1	0%	-8	-2	-1%	-5%	0	-7%	-0.1%	14	-1%	0%
COc1ccc(N2CC(C(=O)N[C@H](C(=O)NC3CCCCC3)C(C)C)CC2=O)cc1 (stereo not given in full)	·	8	4	-8%	0%	·	3%	0.1%	2	-1%	-3%
CCN1CCN(C(=O)c2ccc(Sc3ccccc3Cl)c([N+](=O)[O-])c2)CC1	0%	13	5	-2%	2%	0	-5%	-0.3%	-33	2%	-1%
COc1ccc(C(=O)N/C(=C/c2cccnc2)C(=O)Nc2cccc(C(C)=O)c2)cc1OC	4%	25	-6	·	-14%	5	-7%	0.1%	3	3%	0%
O=C(CSCc1ccc(Cl)cc1)NN=C1CCCCCC1	-2%	-18	6	1%	-1%	1	3%	0.3%	-3	2%	1%
O=C(O)C1CCC(CNS(=O)(=O)c2ccccc2)CC1 (stereo not given)	·	0	3	3%	?	0	22%	0.5%	-1	0%	-3%
Cn1nc(C(=O)Nc2sccc2C(N)=O)ccc1=O	-6%	-2	8	-2%	3%	0	-8%	-1.1%	39	-6%	5%
CCCCNc1nc(N)ncc1[N+](=O)[O-]	-7%	-2	7	-22%	-15%	0	-1%	0.4%	2	-1%	-7%
CC(=O)ON1C(C)(C)Cc2noc(N)c2C1(C)C	1%	-19	-6	1%	8%	1	5%	-0.3%	-23	3%	-1%
CC1CCN(C(=O)COc2ccccc2F)CC1	-2%	7	12	4%	3%	5	-5%	0.6%	-2	1%	10%
COc1ccc(C)cc1Cn1c(S(C)(=O)=O)nc2ccccc21	1%	-1	-31	11%	-19%	2	-1%	-1.6%	-4	0%	0%
Cc1c(C(=O)N2CCOCC2)c(S(=O)(=O)Nc2ccccc2)c(C)n1C	·	6	-3	4%	?	·	5%	0.3%	-8	5%	-3%
O=C(Nc1ccccc1Cl)C1CCCN(S(=O)(=O)c2ccc(-n3cnnn3)cc2)C1 (stereo not given)	4%	6	9	4%	-5%	0	-16%	0.2%	17	1%	-1%
Nc1nc(SCC(=O)Nc2ccc(C(F)(F)F)cc2)[nH]c(=O)c1NC(=O)c1ccc(F)c(F)c1	·	-16	-11	2%	10%	·	-2%	-0.9%	·	3%	-3%
COc1ccc(/C=C/C(=O)N(CC(C)C)C2CCS(=O)(=O)C2)cc1 (stereo not given)	·	19	-8	3%	-1%	·	10%	-0.2%	-5	3%	·
COc1cc(/C=C(\C#N)C(=O)NCC2CCCO2)ccc1OCC(N)=O (stereo not given)	-1%	-17	-5	5%	-17%	0	2%	-0.1%	-2	4%	0%

Among those listed so far, 6 contain an aryl methoxy group:
SMILES	PKM2 act	Giardia killer	hERG WT inh	uPA generation	BCR signal inh	FBPA coupling cs	Eya2 inh	B2AR arrestin	KCNH2 3.1 inh	USP2a block	GALK inh
COc1ccc(S(=O)(=O)N2CCC(C(=O)N[C@H](C(=O)NCc3ccco3)C(C)C)CC2)cc1	·	19	-1	-3%	1%	·	-3%	0.2%	-14	0%	4%
COc1ccc(N2CC(C(=O)N[C@H](C(=O)NC3CCCCC3)C(C)C)CC2=O)cc1 (stereo not given in full)	·	8	4	-8%	0%	·	3%	0.1%	2	-1%	-3%
COc1ccc(C(=O)N/C(=C/c2cccnc2)C(=O)Nc2cccc(C(C)=O)c2)cc1OC	4%	25	-6	·	-14%	5	-7%	0.1%	3	3%	0%
COc1ccc(C)cc1Cn1c(S(C)(=O)=O)nc2ccccc21	1%	-1	-31	11%	-19%	2	-1%	-1.6%	-4	0%	0%
COc1ccc(/C=C/C(=O)N(CC(C)C)C2CCS(=O)(=O)C2)cc1 (stereo not given)	·	19	-8	3%	-1%	·	10%	-0.2%	-5	3%	·
COc1cc(/C=C(\C#N)C(=O)NCC2CCCO2)ccc1OCC(N)=O (stereo not given)	-1%	-17	-5	5%	-17%	0	2%	-0.1%	-2	4%	0%
